# HUVEC tox IL1B = HUVEC cytotoxicity counter-screen, IL-1B stimulated; HUVEC cell count loss, Hoechst imaging; cell count reduction, % at 2 µM; 0.41% of 94,000 active; AID 845;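 active = cell count reduction more than 3 SD above the screen-wide mean, cut at about 70% in these data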;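 also: normalized per plate to untreated control cells as the no-loss baseline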
# Smad3 inh = blocks human Smad3 binding to FoxH1 peptide | P84022 | inhibition, % at 25 µM | 0.29% of 88,000 active | TR-FRET Smad3/Dy647-FoxH1 peptide binding, europium anti-His;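 active = compounds that reduce the energy-transfer binding signal between the protein and its labelled peptide by more than half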;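 also: 0% = Smad3 plus labelled peptide maximal FRET and 100% = peptide-only background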
# Candida biofilm = kills Candida albicans biofilms; C. albicans biofilm + clotrimazole, Alamar Blue; inhibition, % at 6 µM; 0.14% of 85,000 active; AID 834;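 active = inhibition above 20%; inactive = inhibition below 20%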;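 also: preformed 24 hr biofilms exposed to compound for 48 hr; 0% = biofilm without compound and 100% = blank killed by clotrimazole plus chlorhexidine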
# TNFa cytotox = toxic to HUVEC cells under TNF alpha stimulation. cell count reduction, % at 2 µM. AID 848. HUVEC TNFalpha-stimulated, Hoechst cell count, imaging. 0.17% of 93,000 active;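 active = cell count reduction exceeding the screen mean by over 5 SD, scaled to untreated wells per plate, cut at about 78% in these data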;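 also: cells counted after 24 h of TNF alpha exposure following the 1 h pretreatment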
# ERb SRC1 inh = blocks coactivator binding to human estrogen receptor beta; TR-FRET ER-beta LBD / SRC1-Cy5 peptide binding; receptor agonist-loaded with 1 µM estradiol; inhibition, % at 25.6 µM; 1.3% of 86,000 active; AID 633;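 active = compounds whose percent inhibition of the receptor-coactivator binding signal exceeds about 50% in the single-dose screen, limit read from the data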;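 also: 0% = receptor plus peptide wells without compound and 100% = peptide-only wells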
# Target sequence (Q92731 whole entry, looked up, the tested form may be a part): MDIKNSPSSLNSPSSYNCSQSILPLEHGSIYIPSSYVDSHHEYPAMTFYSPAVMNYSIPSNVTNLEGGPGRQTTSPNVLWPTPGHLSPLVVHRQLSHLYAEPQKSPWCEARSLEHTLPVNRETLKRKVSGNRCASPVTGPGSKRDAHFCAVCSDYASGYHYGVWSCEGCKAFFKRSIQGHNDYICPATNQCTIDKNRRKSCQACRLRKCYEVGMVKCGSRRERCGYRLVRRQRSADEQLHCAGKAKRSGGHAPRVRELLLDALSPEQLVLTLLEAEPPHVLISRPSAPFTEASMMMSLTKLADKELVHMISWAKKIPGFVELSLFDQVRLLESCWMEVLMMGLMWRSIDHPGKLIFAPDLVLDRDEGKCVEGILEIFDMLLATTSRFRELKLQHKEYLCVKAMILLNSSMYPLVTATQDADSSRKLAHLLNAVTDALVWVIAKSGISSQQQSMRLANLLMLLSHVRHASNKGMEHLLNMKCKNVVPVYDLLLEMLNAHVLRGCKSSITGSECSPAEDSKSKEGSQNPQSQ
# VCAM1 TNFa inh = reduces TNF alpha induced VCAM1 expression in HUVEC; HUVEC TNFa-induced VCAM-1 immunofluorescence, high-content imaging; inhibition, % at 2 µM; 0.48% of 95,000 active;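 active = inhibition above the batch mean plus 3 SD, with images confirmed as a hit by eye, cut at about 37% in these data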;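 also: 0% = TNF-stimulated DMSO wells and 100% = unstimulated control wells; not every result past the cut was called active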
# sEH act = increases human soluble epoxide hydrolase activity. P34913. purified human sEH enzymatic activity, activator screen. activation, % at 2 µM. 0.04% of 91,000 active. AID 717; in the data active = activation above about 37%; also: values of inactives mirror those of a sister screen read the other way
# Target sequence (P34913 whole entry, looked up): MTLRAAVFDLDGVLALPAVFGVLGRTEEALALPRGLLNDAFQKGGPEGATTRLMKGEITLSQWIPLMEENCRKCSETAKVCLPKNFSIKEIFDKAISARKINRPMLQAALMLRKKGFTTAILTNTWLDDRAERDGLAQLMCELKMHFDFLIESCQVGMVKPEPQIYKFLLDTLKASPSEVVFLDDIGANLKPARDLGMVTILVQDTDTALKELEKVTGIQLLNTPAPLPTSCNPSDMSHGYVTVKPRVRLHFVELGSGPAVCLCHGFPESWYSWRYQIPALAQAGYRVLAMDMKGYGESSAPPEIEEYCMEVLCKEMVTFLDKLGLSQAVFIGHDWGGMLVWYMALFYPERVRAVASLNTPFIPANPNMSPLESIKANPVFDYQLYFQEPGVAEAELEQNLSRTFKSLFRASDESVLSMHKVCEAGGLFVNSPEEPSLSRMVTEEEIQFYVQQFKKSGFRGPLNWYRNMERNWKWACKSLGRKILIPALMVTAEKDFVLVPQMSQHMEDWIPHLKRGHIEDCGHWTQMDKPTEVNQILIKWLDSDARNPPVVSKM
# F-actin modifier = cytoskeleton assembly modification | HUVEC TNFa F-actin phalloidin imaging, high content | AID 836 | 0.18% of 91,000 active | inhibition, % at 2 µM;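 active = inhibition above the batch mean plus 3 SD and confirmed as a hit by visual image inspection, cut at about 30% in these data, passing the limit was not always enough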; also: strong numbers were not always called active
# sEH inhibitor = soluble epoxide hydrolase (human) inhibition | inhibition, % at 2 µM | AID 707 | 0.34% of 91,000 active | recombinant human sEH enzymatic activity assay; in the data active = inhibition above about 80%; also: values of inactives mirror those of a sister screen read the other way; many of its hits are not listed in these tables
# An asterisk follows results filed as active; x = no result given; [ ] = dose if it differs, or a comment. Some of the compounds tested; rates above refer to the full screens.
SMILES,HUVEC tox IL1B,Smad3 inh,Candida biofilm,TNFa cytotox,ERb SRC1 inh,VCAM1 TNFa inh,sEH act,F-actin modifier,sEH inhibitor
CCC1(CC)NC(=O)N(CC(=O)OCC(=O)Nc2cc(C)ccc2C)C1=O,0,6,-2,-28,9,2,17,57,-16
Cc1cccc(C)c1NC(=O)/C(C#N)=C/c1cccs1,-13,5,5,-23,0,2,-3,14,7
COCCOC(=O)C1=C(C)NC2=C(C(=O)CC(c3cccs3)C2)C1c1ccsc1 (stereo unspecified),-15,0,5,-22,25[fluorescence artefact?],14,14,-5,-17
COc1ccc(C2C(C(N)=O)=C(C)Nc3ncnn32)cc1 (stereo unspecified),-14,8,x,1,-2,-5,-7,-19,6
CSc1nc(C)c(CCOC(=O)c2cccc(Cl)c2)c(=O)[nH]1,12,x,x,3,x,2,21,-4,-19
COC(=O)C(Cc1cnc(Cl)s1)(C(=O)OC)c1ccc(C(F)(F)F)cc1[N+](=O)[O-],-1,4,7,-10,1[fluorescence artefact?],0,6,-11,-6
CCOC(=O)Nc1ccc(NC(=O)OCC)cc1,-4,7,2,-1,-4,28,9,-5,-8
COCCCNC(=O)CCn1c(=O)c2ccccc2n(CC(=O)Nc2cc(Cl)ccc2C)c1=O,9,1,7,-1,1,-4,x,-3,x
Cc1cc(NC(=O)c2oc3ccccc3c2C)ccc1-n1cnnn1,-9,6,11,-26,50*[fluorescence artefact?],-5,-4,-4,6
CCCC(=O)NC(Nc1cc(C(F)(F)F)ccc1Cl)C(Cl)(Cl)Cl (stereo unspecified),-60,x,x,5,x,-11,8,2,-10
O=C(C(Cc1ccccc1)N1C(=O)c2ccccc2C1=O)N1CCc2ccccc21 (stereo unspecified),-11,8,5,-27,-8,17,2,-8,-2
COc1ccc(/C=N/NC(=O)CC(=O)NCCc2ccccc2)cc1OC,-3,x,x,2,x,-14,9,-8,-10
Nc1nonc1NC(=O)CSc1ncccc1C(=O)O,-42,14,2,-4,64*,22,-1,2,0
COC(=O)c1ccc(Oc2c(C(F)(F)F)oc3c(CN4CCN(C)CC4)c(O)ccc3c2=O)cc1,17,-12,-3,4,3,4,9,7,-9
O=C(CN1C(=O)C2CC=CCC2C1=O)NC1CCCc2ccccc21 (stereo unspecified),4,x,x,-20,x,-50,-12,-6,13
Cc1cc(C(F)F)nn1CC(=O)N1CCSCC1,4,-5,7,-5,-8,-16,-1,-17,0
CCOC(=O)C(Oc1ccc2c(-c3ccc(OC)cc3)cc(=O)oc2c1C)c1ccccc1 (stereo unspecified),0,x,x,-11,x,11,3,7,-2
COc1ccc(NC(=O)CSc2nnc(-c3ccoc3C)n2CC2CCCO2)cc1 (stereo unspecified),-39,2,2,-14,-14,-6,2,-8,4
COc1ccc(C(C)=O)cc1CSc1nnc(C)s1,16,-5,-2,-13,-5,-14,x,-5,x
CCC(=O)OC1c2ccccc2C(=O)N1Cc1ccccc1 (stereo unspecified),0,9,11,-2,-1,4,-7,-16,8
CN1CCC(N2CCCC(C(=O)O)C2)CC1 (stereo unspecified),13,-5,4,-15,-2[fluorescence artefact?],-9,9,0,-15
COC(=O)C1=C(C)NC(=O)/C1=C\c1cc(C)n(-c2c(C)cccc2C)c1C,-2,-4,-4,-12,6,10,-2,x,-2
CC(C)(Oc1ccc(Cl)cc1)C(=O)Nc1ccncc1,5,4,0,-21,-3,7,x,11,x
CCOC(=O)N1CCN(C(=O)C(C)n2nc(C)n3c(cc4sccc43)c2=O)CC1 (stereo unspecified),2,-18,-1,-10,-11[fluorescence artefact?],4,-8,x,9
CCOC(=O)/C=C1\NC(=O)CS1,14,-5,6,-20,-6,1,6,28,-5

# More compounds follow:
SMILES,HUVEC tox IL1B,Smad3 inh,Candida biofilm,TNFa cytotox,ERb SRC1 inh,VCAM1 TNFa inh,sEH act,F-actin modifier,sEH inhibitor
O=C(Nc1nc(-c2ccccc2)cs1)c1cccs1,1,-5,0,-5,-9[fluorescence artefact?],-5,x,-41,x
CC(C)c1ccc(NC(=O)C2CCN(S(C)(=O)=O)CC2)cc1,-7,x,x,-13,x,1,-28,11,28
Cc1ccc(/C=N\NC(=O)Cn2c(C)nc3ccccc32)o1,x,x,x,0,x,20,-2,-19,2
COc1cc2[nH]c(=O)n(CCC(=O)N3CCN(c4cc(Cl)ccc4C)CC3)c(=O)c2cc1OC,83*,-11,0,1,43[fluorescence artefact?],-3,2,-20,-3
Nn1c(N2CCCCC2)nc2ccccc21,-10,12,1,-14,-2,3,-5,0,2
CCc1nc(SCC(=O)N2c3ccccc3CC2C)c2c(C)c(C)sc2n1 (stereo unspecified),0,x,x,-17,x,0,-2,4,5
CN(CC(=O)N1CCN(c2ccccn2)CC1)S(=O)(=O)c1ccc2ccccc2c1,4,0,-6,-17,-8,10,-2,-15,7
O=C(NCCC1=CCCCC1)C1CCCN(S(=O)(=O)c2ccc(F)cc2)C1 (stereo unspecified),-49,-6,8,-7,-12,-4,-71,-5,71
Cn1cnnc1SCC(=O)c1ccc2c(c1)OCO2,-8,-8,4,-13,4,19,11,-4,-14
COC(=O)C1=C(C)NC(C)=C(C(=O)OC)C1c1cc2cc(C)ccc2[nH]c1=O,-4,0,2,-20,4,-2,2,8,-5
Cc1cccc(NC(=O)c2oc3c(c2C)C(=O)CC(C)(C)C3)n1,-8,1,-2,x,-4,-16,-12,2,17
CC(=O)Nc1ccc(OCC(O)Cn2nc(C)c(Br)c2C)cc1 (stereo unspecified),-1,6,-1,-32,3,28,-1,10,2
CN(C)S(=O)(=O)N1CCC(CCCC2CCN(S(=O)(=O)N(C)C)CC2)CC1,2,3,5,22,6,6,-6,-14,8
Cc1c(Cl)cccc1NC(=O)CCC(=O)NNC(=O)c1ccco1,15,x,x,12,x,1,0,13,2
O=C(Cc1cccs1)N1CCCC(c2nc3c(nnn3Cc3ccccc3Cl)c(=O)[nH]2)C1 (stereo unspecified),-36,2,7,-15,4,8,6,-22,-4
CCn1cc(C(=O)NCC2CCCO2)c(=O)c2cc(S(=O)(=O)N(C)C)ccc21 (stereo unspecified),25,x,x,-15,x,8,17,-4,-17
COc1cccc(N2CCN(CC(=O)Nc3nc4c(s3)CC(C)CC4)CC2)c1 (stereo unspecified),-57,-13,12,-26,-2[fluorescence artefact?],-6,10,-8,-8
O=C(O)c1c(-c2ccccc2)c2oc3ccccc3c2[nH]c1=O,4,x,x,-24,x,10,x,-16,x
CCOc1ccc(NC(=O)c2ccccc2OC)cc1,11,-4,-1,-8,-2[fluorescence artefact?],7,-5,12,5
CC(=O)Nc1ccc(S(=O)(=O)Nc2ccc(N3CCOCC3)c(F)c2)cc1,-3,-1,2,-34,-2,-4,8,-10,-7
COCCN(C(C)=O)c1nnc(-c2ccccn2)s1,9,4,8,-30,4,-2,3,6,-2
O=C(CN1c2cccc3cccc(c23)S1(=O)=O)NCc1ccc2c(c1)OCO2,-1,-2,3,-28,17[fluorescence artefact?],-3,1,8,-3
Cc1ccc(C(=O)Cn2nnc3ccccc32)cc1C,-27,x,x,9,x,-3,2,6,1
O=C(c1ccc(=O)oc1)N1CCOCC1,-31,22[fluorescence artefact?],6,-11,32[fluorescence artefact?],1,x,6,x
O=C(O)CCC(=O)Nc1ccc(Cc2ccc(NC(=O)CCC(=O)O)c(O)c2)cc1O,-3,2,7,-17,28,-5,8,4,-12

# The listing continues:
SMILES,HUVEC tox IL1B,Smad3 inh,Candida biofilm,TNFa cytotox,ERb SRC1 inh,VCAM1 TNFa inh,sEH act,F-actin modifier,sEH inhibitor
c1cc(C2CCCCC2)ccc1Oc1nc(N2CCOCC2)nc(N2CCOCC2)n1,-6,4,-2,-15,-2,3,13,x,-11
COc1cccc(CN2C(=O)c3ccccc3C2C(=O)NCC2CCCO2)c1 (stereo unspecified),x,-6,8,-32,-4,7,2,6,-5
Cc1cc2c(s1)CCCCC(=O)N2,1,x,x,-11,x,-9,5,-2,-5
CCCCC(=O)Nc1ncc2c(n1)CC(C)(C)CC2=O,-19,x,x,-27,x,-12,3,33,-3
CC(=O)c1ccc(NC(=O)c2noc3c2CCCCC3)cc1,-26,-14,6,2,-1,-4,-20,-21,21
COC(=O)Nc1sc2c(c1C(=O)NCc1ccco1)CCCC2,-61,7,3,-3,5,10,4,-11,-2
CN(Cc1nc(-c2cccnc2)no1)S(=O)(=O)c1ccc2ccccc2c1,-27,-7,2,-17,0,-22,12,9,-8
O=C(Cn1nnc2ccccc21)N/N=C\C=C\c1ccccc1,88*,x,x,-10,x,-14,-1,-6,0
O=C(Cn1ccc(C(F)(F)F)n1)Nc1ccc(S(=O)(=O)NCc2ccco2)cc1,-35,5,5,x,5,x,-11,x,12
CCSCCOC(=O)C1=C(C)NC(=O)NC1c1cc(OC)ccc1OC (stereo unspecified),x,2,4,-9,-11,0,x,-5,x
CCOc1ncccc1C(=O)OCC(=O)c1cccs1,23,x,x,0,x,17,-1,-5,3
O=C(CNC(=O)c1ccco1)OCC(=O)c1cccc2ccccc12,-20,9,7,-8,-3,-11,0,1,-2
CCOC(=O)N1CCC2(CC1)C(C#N)=C(N)Oc1c2c(C)nn1-c1cccc(Cl)c1,11,6,7,16,3,22,2,-5,1
CNC(=O)NC(=O)CSc1ncc(C(F)(F)F)cc1Cl,24,17[fluorescence artefact?],-2,-4,9[fluorescence artefact?],-20,10,5,-10
COc1ccc2nc(-c3cccc(N)c3)[nH]c2c1,-49,10,-1,-2,3,6,-2,-12,6
Cc1cc(NC(=O)c2c(Cl)cnn2C)no1,5,x,x,-10,x,8,19,-1,-20
CCCOc1cccc(-c2nnc(N)s2)c1,1,-2,-1,-16,1[fluorescence artefact?],9,-9,25,12
c1csc(-c2ccc3ccccc3n2)c1,-140,11,8,-30,4,20,-9,14,9
CCCCn1c(C)cc2cc(O)ccc21,x,12,7,-8,4[fluorescence artefact?],2,x,-2,x
Oc1ccc(/C=N/Nc2nccnc2Cl)c(O)c1,-8,x,x,-14,x,-4,-6,16,7
CCCCCCCCCCS(=O)(=O)N/N=C/c1ccc([N+](=O)[O-])cc1,-51,13,2,-54,-13,18,-7,3,9
Cc1c(C(=O)NCCCN2CCCC2=O)oc2ccccc12,-36,14[fluorescence artefact?],13,16,-2,-7,5,-17,-3
CCn1c(=NC(=O)CSC(C)=O)sc2ccccc21,-10,-4,3,-22,-6,7,0,8,1
CCCCc1c(C)c(C#N)c2nc3ccccc3n2c1Nc1c(C)n(C)n(-c2ccccc2)c1=O,0,-1,6,6,-4,8,2,-12,0
Cc1cc(Oc2ccc(=O)n(C)n2)nc(Oc2ccc(=O)[nH]n2)n1,10,0,4,2,7[fluorescence artefact?],-16,-6,-16,6

# Next records
SMILES,HUVEC tox IL1B,Smad3 inh,Candida biofilm,TNFa cytotox,ERb SRC1 inh,VCAM1 TNFa inh,sEH act,F-actin modifier,sEH inhibitor
Cn1ccnc1SCC(=O)Nc1cc(C(F)(F)F)ccc1N1CCOCC1,-13,x,x,-14,x,-2,3,1,-1
CCOc1ccc(C(=O)C2CCN(CC(=O)Nc3ccccc3N3CCOCC3)CC2)cc1,-12,-1,5,12,-3,31,-3,-26,5
O=S(=O)(Nc1nc(CN2CCOCC2)nc2sc3c(c12)CCCC3)c1cc(F)ccc1F,-33,-5,7,-25,13[fluorescence artefact?],6,0,41,-1
Cn1nnc(NC(=O)C(c2ccccc2)c2ccccc2)n1,-33,1,-3,-30,8,-2,5,8,-7
COc1ccc(C2C(C(=O)Nc3ccccc3)=C(C)N=C3SCC(=O)N32)cc1 (stereo unspecified),-19,-4,6,-20,-12,3,3,4,3
O=c1[nH]c(CSc2nnc(-c3ccccc3)n2C2CCCCC2)nc2ccccc12,-46,x,x,4,x,11,-9,-10,10

# Exported tab-delimited: entries from further up
compound	HUVEC tox IL1B	Smad3 inh	Candida biofilm	TNFa cytotox	ERb SRC1 inh	VCAM1 TNFa inh	sEH act	F-actin modifier	sEH inhibitor
COCCCNC(=O)CCn1c(=O)c2ccccc2n(CC(=O)Nc2cc(Cl)ccc2C)c1=O	9	1	7	-1	1	-4	x	-3	x
Cc1cc(NC(=O)c2oc3ccccc3c2C)ccc1-n1cnnn1	-9	6	11	-26	50*[fluorescence artefact?]	-5	-4	-4	6

# High-throughput results (PubChem)
